# TNAP act hiacc = TNAP (human) activation, high acceptor. purified TNAP, CDP-star luminescence, 1 M DEA, 30 min; active compounds read high; 0 = EDTA background, 1 = DMSO-only activity. activation factor at 20 µM. 200,000 tested, under 10 active. P05186;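 active = activation factor at least 2 at 20 µM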
# Target sequence (P05186 whole entry, looked up): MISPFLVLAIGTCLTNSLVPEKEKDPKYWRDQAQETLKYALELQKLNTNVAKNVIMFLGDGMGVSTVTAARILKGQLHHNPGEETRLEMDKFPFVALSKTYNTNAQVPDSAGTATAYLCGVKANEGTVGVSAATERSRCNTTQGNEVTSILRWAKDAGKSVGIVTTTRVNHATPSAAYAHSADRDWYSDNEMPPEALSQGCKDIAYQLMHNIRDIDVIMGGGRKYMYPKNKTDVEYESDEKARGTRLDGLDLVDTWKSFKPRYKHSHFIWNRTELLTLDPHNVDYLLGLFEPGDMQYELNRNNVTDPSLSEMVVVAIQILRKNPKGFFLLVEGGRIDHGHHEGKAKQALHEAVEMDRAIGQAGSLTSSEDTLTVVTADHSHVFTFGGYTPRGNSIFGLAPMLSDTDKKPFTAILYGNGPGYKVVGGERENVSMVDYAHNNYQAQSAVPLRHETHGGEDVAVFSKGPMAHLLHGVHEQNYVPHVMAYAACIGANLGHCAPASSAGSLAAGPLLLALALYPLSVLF
#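 Dosing: 20 µM single point. System: human TNAP. Amount: TNAP 1/800 final. Incubation: 30 min, room temperature. Read-out: TNAP activation factor scaled between EDTA and DMSO control wells. Signal: luminescence from CDP-star hydrolysis. Medium: 1 M DEA, pH 9.8, Mg2+, Zn2+. Control set: EDTA negative control, DMSO positive control.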
# bIAP inhibitor = blocks bovine intestinal alkaline phosphatase activity. purified bovine IAP, CDP-star luminescence, 30 min. inhibition, % at 20 µM. 190,000 tested, under 10 active;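 active = over 50% inhibition of intestinal alkaline phosphatase at 20 µM in the single-dose screen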
#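 Assay system: bovine IAP enzyme; medium: DEA buffer 100 mM, pH 9.8, with MgCl2 1.0 mM, ZnCl2 0.02 mM; doses: 20 µM single dose; incubation: enzyme reaction for 30 min at room temperature; detection: CDP-star luminescence signal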
# TNAP inh noacc = blocks human TNAP activity with no phosphate acceptor present; purified TNAP, CDP-star luminescence, 30 min; inhibition, % at 20 µM; 0.26% of 200,000 active; AID 1012;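 active = tissue-nonspecific alkaline phosphatase inhibition above about 50% at 20 µM in the single-dose screen, limit read from the data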;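 note: 0% = DMSO negative control and 100% = EDTA positive control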
# TNAP inh hi DEA = inhibitors of human TNAP at high phosphate acceptor concentration. 0.03% of 200,000 active. P05186. inhibition, % at 20 µM. purified TNAP, CDP-star luminescence, 1 M DEA;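 active = over 50% inhibition of tissue-nonspecific alkaline phosphatase at 20 µM in the single-dose screen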;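 note: plate controls were DMSO wells for no effect and EDTA-quenched wells as full inhibition for full effect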
# HMGR II inh = E. faecalis class II HMG-CoA reductase inhibition; purified E. faecalis HMGR, NADPH absorbance 340 nm kinetic; inhibition, % at 10 µM; 0.41% of 190,000 active; AID 1066;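 active = inhibition above a set limit, the median over all tested compounds plus 3 SD, cut at about 9.5% in these data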;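 note: enzyme runs in reverse so mevalonate oxidation gives rising NADPH absorbance; 0% = complete reaction with DMSO and 100% = background rate lacking mevalonate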
# PPARg SRC1 recr = agonists of human PPARgamma SRC-1 coactivator recruitment. PPARgamma-SRC-1 coactivator recruitment biochemical assay. activation, % at 8 µM. 0.41% of 200,000 active. AID 631; in the data active = activation above about 19%;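 note: 0% = DMSO and 100% = reference agonist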
# Target sequence (P37231 whole entry, looked up): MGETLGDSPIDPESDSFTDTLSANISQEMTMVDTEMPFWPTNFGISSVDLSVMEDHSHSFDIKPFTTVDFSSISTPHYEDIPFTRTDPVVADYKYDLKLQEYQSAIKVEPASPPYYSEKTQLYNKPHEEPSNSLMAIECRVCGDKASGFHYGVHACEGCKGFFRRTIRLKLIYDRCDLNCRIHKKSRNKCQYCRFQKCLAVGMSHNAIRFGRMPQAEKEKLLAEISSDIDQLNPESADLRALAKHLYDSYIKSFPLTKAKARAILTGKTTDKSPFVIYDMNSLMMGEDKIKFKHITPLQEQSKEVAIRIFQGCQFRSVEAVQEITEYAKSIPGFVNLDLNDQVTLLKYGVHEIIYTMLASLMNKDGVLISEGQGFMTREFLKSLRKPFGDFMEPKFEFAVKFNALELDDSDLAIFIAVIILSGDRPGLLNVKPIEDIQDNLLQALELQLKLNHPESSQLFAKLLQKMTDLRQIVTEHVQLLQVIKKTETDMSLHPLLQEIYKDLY
# PPARg SRC-2 ag = PPARgamma-driven SRC-2 recruitment agonism; P37231; PPARgamma LBD-SRC-2 recruitment, biochemical; activation, % at 8 µM; 0.34% of 200,000 active; AID 1032; in the data active = activation above about 22%;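 note: 0% = vehicle and 100% = reference agonist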
# bIAP act = intestinal alkaline phosphatase (bovine) activation; purified bovine IAP, CDP-star luminescence, 30 min; active compounds read high; fold of DMSO-control signal, blank-subtracted; activation factor at 20 µM; 0.17% of 200,000 active; AID 1016;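 active = activation factor of 2 or more at 20 µM, a signal rise over negative controls twice the positive control's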
# SRC2 TRFRET art = counter-screen for PPARgamma SRC-2 recruitment agonists: TR-FRET artefact | active compounds read high | TR-FRET ratio at 8 µM | 0.4% of 200,000 active; in the data active = TR-FRET ratio above about 2000; note: inactives centre near 1500
# PPARg SRC-3 ag = promotes SRC-3 coactivator recruitment by human PPARgamma; P37231; biochemical PPARgamma/SRC-3 coactivator recruitment assay; activation, % at 8 µM; 0.26% of 200,000 active; in the data active = activation above about 23%;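 note: 0% = DMSO and 100% = reference agonist; some compounds past the cut are filed as inactive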
# Starred values were filed as active, the others as inactive; . = not tested or not shown.
SMILES,TNAP act hiacc,bIAP inhibitor,TNAP inh noacc,TNAP inh hi DEA,HMGR II inh,PPARg SRC1 recr,PPARg SRC-2 ag,bIAP act,SRC2 TRFRET art,PPARg SRC-3 ag
O=C(CCl)Oc1ccc2occ(C(=O)c3cccs3)c2c1,1,16,-13,2,0,-2,-1,0.8,1573,-1
CC(C)CC1c2[nH]c3ccccc3c2CCN1CCCn1cccn1 (stereo not given),1,-13,-12,-5,-2,3,-4,1.1,1434,3
CCOC(=O)C1CCN(C(=O)c2ccc(CNS(=O)(=O)c3ccc(C)cc3)cc2)CC1,1,2,-19,-4,-1,-6,-4,1,1474,2
Cc1ccc(C2=NN(CC(=O)NCc3ccccn3)C(=O)CC2)cc1,1,1,-5,2,2,2,0,1,1462,-2
CCOC(=O)c1c(-c2ccccc2)csc1NC(=O)c1cccc(N2C(=O)CCC2=O)c1,1,4,-3,0,-3,-3,4,1,1451,6
Nc1ccccc1C(=O)N=Nc1[nH]c(N)c2ccccc12,1.1,16,-185,-5,-1,-1,0,0.8,1301,-3
Cc1cccc(NC(=O)CN2C(=O)S/C(=C\c3ccc(O)c([N+](=O)[O-])c3)C2=O)c1,0.9,19,-5,14,-2,4,-2,0.8,1654,1
O=C(NC(=S)NCCc1ccccc1)c1ccccc1,1.1,11,-4,-5,0,-2,4,0.9,1450,-4
COC(=O)NNC(=O)COc1ccc(Br)c(C)c1,1.1,0,-10,-10,-9,9,3,1,1600,4
COc1cc(N/N=C/c2ccc(N(C)C)cc2)ncn1,1.1,6,-10,-5,-8,6,8,0.9,1441,-1
COc1cccc(C(=O)COc2ccccc2-c2ccccc2)c1,1,8,-6,-2,-3,-3,-5,0.9,1341,1
COC(=O)c1ccc(NC(=S)Nc2ccccn2)cc1,1,11,14,0,-1,1,14,0.9,1633,5
CC1=C(C(=O)OCc2ccc3c(c2)OCO3)C(c2ccc(F)cc2)NC(=O)N1 (stereo not given),1.1,20,7,-8,0,1,8,0.8,1534,4
COc1ccc(C(=O)N2CCCC(c3nc(-c4ccc(OC)c(OC)c4)no3)C2)c(OC)c1 (stereo not given),1,-1,-4,-1,-5,1,-4,1,1467,9
O=[N+]([O-])c1ccc(Sc2ccccc2Cl)nc1,1.1,0,-7,-10,1,3,5,1,1600,6
CC(C)NC(=O)CCS(=O)(=O)c1ccc(Br)s1,1,-1,-7,2,0,1,6,1,1284,-2
O=C1OC(/C=C/c2ccccc2)=NC/1=C/C=C/c1ccccc1,1,8,-8,0,-3,-2,2,0.9,1489,22
CN(C(=O)COC(=O)CNC(=O)c1ccccc1Cl)c1ccccc1,1.1,-6,-6,-6,-3,3,2,1.1,1653,4
Fc1ccc(OCc2nc(-c3cccs3)no2)cc1,1.1,-13,-7,-5,-2,0,-9,1.1,1547,-1
Cc1ccc(-n2nnnc2SC(C)C(=O)Nc2ccc(Cl)cn2)cc1 (stereo not given),1.1,27,12,-6,-9,-3,-7,0.7,1631,0
COc1ccccc1CCc1nnc(CCC(=O)NCCCOc2cccnc2)o1,1,-5,-3,0,-2,13,5,1.1,1539,-2
C=C(C)CNC(=S)Nc1sc2c(c1C(=O)OCC)CC(C)(C)OC2,1,2,-8,2,1,2,-2,1,1527,3
C=CCn1c2ccccc2c2nnc(SCC(=O)Nc3cc(C)on3)nc21,1,6,-4,-3,-2,-3,5,0.9,1514,-3
N#Cc1cnn(-c2ncnc3sc(-c4ccccc4)cc23)c1N,1,14,-6,-2,0,0,8,0.9,1617,5
CCN(CC)c1ccc(C=Nc2ccccc2C)c(O)c1,1,-9,-10,3,-2,6,3,1.1,1456,1
CC1(C)CC(=O)C(C(C2=C(O)CC(C)(C)CC2=O)c2ccc(O)c([N+](=O)[O-])c2)=C(O)C1,0.9,15,25,6,-3,8,-1,0.8,1458,8
COc1ccccc1N1CCN(c2ccc([N+](=O)[O-])nc2)CC1,0.9,4,-10,7,-2,-3,6,1,1759,4
Cc1ccc(-n2nc(C)c(/C=N/NC(=O)c3cccs3)c2Cl)cc1,1,7,-11,-3,-5,-3,15,0.9,1736,-2
COc1cc(C2C3=C(CC(C)(C)CC3=O)Nc3c2c(=O)[nH]c(=O)n3Cc2ccccc2)ccc1O (stereo not given),1,-2,-24,-3,-3,0,6,1,1452,1
N#C/C(=C\c1ccc(-c2ccccc2[N+](=O)[O-])o1)C(=O)N1CCOCC1,1,-4,-5,-4,-1,2,0,1,1520,7
C/C(=N\NC(=O)c1ccc(CN2CCc3ccccc3C2)cc1)c1ccccc1O,1,-16,-13,2,0,-3,-2,1.2,1530,3
CC(C)NC(=O)C(=O)NNC(=O)C12CC3CC(CC(C3)C1)C2,1,6,-8,0,-3,2,4,0.9,1684,8
N#CCSc1nc2ccccc2c(=O)n1CCCC(=O)NCc1ccco1,1,6,-5,3,-1,9,5,0.9,1523,6
N#CC1=C(N)OC2=C(C(=O)CCC2)C1c1ccccc1 (stereo not given),1,4,11,-2,2,-3,-5,1,1362,0
Cc1[nH]c2c(Cl)cccc2c1CCNC(=O)C1CCCCC1C(=O)OCC(F)(F)F (stereo not given),1,1,-4,0,-1,-7,-8,1,1455,0
CCC(CC)C(=O)Nc1cccc(/C(C)=N\NC(=O)c2ccc(C)s2)c1,1,2,-3,0,2,-4,-7,1,1492,-11
CCOC(=O)C(CCCOc1ccc(C(C)CC)cc1)C(=O)OCC (stereo not given),1.1,2,-22,-10,0,2,0,1,1494,1
COc1ccc(CCNC(=O)CNS(=O)(=O)c2ccc(Br)s2)cc1OC,1,-6,-6,0,-6,-4,-3,1.1,1699,-12
O=C(NCC(=O)N(c1ccccc1)C(C(=O)NC1CCCC1)c1cccnc1)c1cccs1 (stereo not given),1,-1,1,-5,3,4,1,1,1536,16
CCn1c(SCC(=O)Nc2cc(S(=O)(=O)N3CCOCC3)ccc2OC)nnc1-c1ccncc1,1.1,-16,-14,-7,-2,4,7,1.2,1562,0
Cc1nnc(C)n1/N=C/c1cccn1C,1.1,12,-13,-6,0,-6,-2,0.9,1546,8
Cc1ccc(-c2cc(-c3ccccc3O)nc(N/N=C/c3cccnc3)n2)cc1,1,2,-10,-5,-1,0,-1,1,1259,-3
O=C(NCc1cccs1)C1CCCN1C(=O)Nc1ccc(Cl)cc1 (stereo not given),1.1,-9,-10,-8,3,8,10,1.1,1747,3
Cc1ccc2nc(NC(=O)COC(=O)c3ccco3)sc2c1,1,10,-6,1,-4,6,9,0.9,1579,9
CCCCCOC(=O)C1[C@H]2C(=O)N(c3ccccc3CC)C[C@]23C=C[C@H]1O3 (stereo not given in full),1,-3,-7,-3,0,4,6,1,1527,-3

# Part of the list above, as tab-separated lines:
SMILES	TNAP act hiacc	bIAP inhibitor	TNAP inh noacc	TNAP inh hi DEA	HMGR II inh	PPARg SRC1 recr	PPARg SRC-2 ag	bIAP act	SRC2 TRFRET art	PPARg SRC-3 ag
C/C(=N\NC(=O)c1ccc(CN2CCc3ccccc3C2)cc1)c1ccccc1O	1	-16	-13	2	0	-3	-2	1.2	1530	3
CC(C)NC(=O)C(=O)NNC(=O)C12CC3CC(CC(C3)C1)C2	1	6	-8	0	-3	2	4	0.9	1684	8
N#CCSc1nc2ccccc2c(=O)n1CCCC(=O)NCc1ccco1	1	6	-5	3	-1	9	5	0.9	1523	6
N#CC1=C(N)OC2=C(C(=O)CCC2)C1c1ccccc1 (stereo not given)	1	4	11	-2	2	-3	-5	1	1362	0
Cc1[nH]c2c(Cl)cccc2c1CCNC(=O)C1CCCCC1C(=O)OCC(F)(F)F (stereo not given)	1	1	-4	0	-1	-7	-8	1	1455	0
CCC(CC)C(=O)Nc1cccc(/C(C)=N\NC(=O)c2ccc(C)s2)c1	1	2	-3	0	2	-4	-7	1	1492	-11
CCOC(=O)C(CCCOc1ccc(C(C)CC)cc1)C(=O)OCC (stereo not given)	1.1	2	-22	-10	0	2	0	1	1494	1
COc1ccc(CCNC(=O)CNS(=O)(=O)c2ccc(Br)s2)cc1OC	1	-6	-6	0	-6	-4	-3	1.1	1699	-12
O=C(NCC(=O)N(c1ccccc1)C(C(=O)NC1CCCC1)c1cccnc1)c1cccs1 (stereo not given)	1	-1	1	-5	3	4	1	1	1536	16
CCn1c(SCC(=O)Nc2cc(S(=O)(=O)N3CCOCC3)ccc2OC)nnc1-c1ccncc1	1.1	-16	-14	-7	-2	4	7	1.2	1562	0
Cc1nnc(C)n1/N=C/c1cccn1C	1.1	12	-13	-6	0	-6	-2	0.9	1546	8
Cc1ccc(-c2cc(-c3ccccc3O)nc(N/N=C/c3cccnc3)n2)cc1	1	2	-10	-5	-1	0	-1	1	1259	-3
O=C(NCc1cccs1)C1CCCN1C(=O)Nc1ccc(Cl)cc1 (stereo not given)	1.1	-9	-10	-8	3	8	10	1.1	1747	3
Cc1ccc2nc(NC(=O)COC(=O)c3ccco3)sc2c1	1	10	-6	1	-4	6	9	0.9	1579	9
CCCCCOC(=O)C1[C@H]2C(=O)N(c3ccccc3CC)C[C@]23C=C[C@H]1O3 (stereo not given in full)	1	-3	-7	-3	0	4	6	1	1527	-3

# The list goes on:
SMILES,TNAP act hiacc,bIAP inhibitor,TNAP inh noacc,TNAP inh hi DEA,HMGR II inh,PPARg SRC1 recr,PPARg SRC-2 ag,bIAP act,SRC2 TRFRET art,PPARg SRC-3 ag
CCN(Cc1ccccc1)S(=O)(=O)c1cc(C(=O)NC2CCCCCC2)ccc1OC,1,.,-14,-4,0,2,-1,0.3,1627,5
C[C@H]1CC[C@H]2C(=O)N3[C@H](c4cccc(N5CCCC5=O)c4)[C@@H](C)CC[C@H]3C(=O)N2[C@@H]1c1cccc(N2CCCC2=O)c1,1.1,9,2,-6,0,1,-7,0.9,1485,-3
CCOc1ccc(NC(=S)NC(=O)c2c(Br)cnn2C)c([N+](=O)[O-])c1,1,8,-7,-3,-5,-1,6,0.9,1461,-1
Cc1nn(CC(=O)NCc2ccccc2F)c(C)c1[N+](=O)[O-],1.1,0,-5,-5,1,1,3,1,1637,0
Cc1ccc(NC(=O)c2ccc(Cl)c(N3C(=O)C=CC3=O)c2)cc1,1,-2,-6,0,-5,-4,6,1,1616,-1
CCc1ccc(C2=NN(c3ccc(S(N)(=O)=O)cc3)C(c3ccc(F)cc3)C2)cc1 (stereo not given),1.2,5,-43,-22,-1,1,3,0.9,1407,2
Cc1cc(=O)n(CC(=O)O)c2ccccc12,1,-15,-2,-1,-3,13,6,1.1,1596,9
CCOc1ccc(S(=O)(=O)NNC(=O)c2cc3ccccc3o2)cc1,1,-2,15,-3,-4,4,-1,1,1551,0
Cn1c(Cn2nnc(-c3ccccc3)n2)nnc1SCc1ccccc1Cl,1.1,10,-6,-6,2,-1,6,0.9,1625,3
CCCC/C(C)=N/NC(=O)CN(c1ccc(Br)cc1)S(=O)(=O)c1ccccc1,1,2,-16,-2,-4,-2,8,1,1448,-4
Cc1ccc(-n2c(=O)c3sccc3n(CC(=O)NC3CCCCC3)c2=O)cc1,1,9,-4,-5,-10,8,4,0.9,1626,8

# From PubChem BioAssay

# Compounds as they come; any-hit rate near 1.6%.
